Assay outcomes deposited in PubChem BioAssay by NCI.
yeast mec2-1: NCI yeast anticancer drug screen, S. cerevisiae mec2-1 strain. growth inhibition, % at 50 µM. hit rate 9% among 79,000. AID 157;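 also: 0% = growth of vehicle-only cultures of the same strain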
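Compounds were applied to mec2-1 yeast cells. Their growth was then compared with that of vehicle-treated cultures to give growth inhibition.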
yeast mlh1 rad18: NCI yeast anticancer drug screen, S. cerevisiae mlh1 rad18 strain; % growth inhibition at 50 µM; hit rate 11% among 79,000;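 also: 0% = growth of vehicle-only cultures of the same strain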
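Compound-treated yeast growth, normalised to vehicle controls. Strain bears defined DNA repair mutations.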
yeast cln2 rad14: NCI yeast anticancer drug screen, S. cerevisiae cln2 rad14 strain | hit rate 8.3% among 78,000 | growth inhibition, % at 50 µM;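 also: 0% = growth of vehicle-only cultures of the same strain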
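Growth inhibition, relative to vehicle-treated controls, is the read-out. The test organism is a yeast strain with defined genetic alterations, cln2 rad14.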
yeast rad50: NCI yeast anticancer drug screen, S. cerevisiae rad50 strain. % growth inhibition at 50 µM. hit rate 10% among 79,000;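 also: 0% = growth of vehicle-only cultures of the same strain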
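Genetically altered yeast (DNA repair pathway); compound treatment; growth inhibition vs vehicle ctrl.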
sgs1 mgt1: NCI yeast anticancer drug screen, S. cerevisiae sgs1 mgt1 strain | growth inhibition, % at 50 µM | hit rate 10% among 78,000 | AID 161;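 also: 0% = growth of vehicle-only cultures of the same strain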
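Growth of a repair-deficient yeast mutant was monitored after compound treatment and expressed as inhibition relative to vehicle-treated cultures.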
yeast bub3: NCI yeast anticancer drug screen, S. cerevisiae bub3 mutant strain. hit rate 9.9% among 78,000. % growth inhibition at 50 µM. AID 167;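 also: 0% = growth of vehicle-only cultures of the same strain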
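Screening used yeast with an engineered genetic alteration affecting cell cycle control. Compound-exposed cultures were compared with vehicle cultures, and reduced growth was taken as inhibition.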
The depositor's hits bear a star; & = joins results of further samples. Rule as the data show it: active = growth inhibition above about 70%; inactive = the rest.

smiles	yeast mec2-1	yeast cln2 rad14	yeast bub3	yeast rad50	yeast mlh1 rad18	sgs1 mgt1
COc1ccc(CCNC(=O)CC2CC(=O)N(CCc3ccc(OC)c(OC)c3)C(=O)C2)cc1OC	1	3	2	3	8	-17
C[C@@H]1CC[C@]2(C(=O)O)CC[C@]3(C)C(=CC[C@@H]4[C@@]5(C)CC[C@H](O)C(C)(C)[C@@H]5CC[C@]43C)[C@@H]2[C@]1(C)O	39	14	26	27	-65	3
CCOC1CCCCO1 (stereo not given)	-4	9	-14	-24	-8	-13
O=c1c(-c2ccccc2)coc2cc(O)ccc12	37	18	76*	61	5	63
CCO/C=C(\C#N)C(=O)O	-1	2	-10	6	11	10
O=CN1CCN(CC(O)CN2CCCCC2)CC1 (stereo not given)	-33	19	-27	-1	1	-19
COc1c(CCl)cc(-c2sc3ccccc3c(=O)c2CCl)cc1CCl	-7	3	-2	-7	2	1
Cc1cccc(C)c1OC(=O)NC1CCCCC1	-11	-52	-10	5	-17	-13
C#CC(OC(C)=O)C1OC(n2cnc3c(Cl)nc(Cl)nc32)C(OC(C)=O)C1OC(C)=O (stereo not given)	2	18	11	37	24	21
CCC(C)C1NC(=O)C(NC(=O)c2c3nc4c(C(=O)NC5C(=O)NC(C(C)CC)C(=O)N6CCCC6C(=O)N(C)CC(=O)N(C)C(C(C)C)C(=O)OC5C)ccc(C)c4oc-3c(C)c(=O)c2N)C(C)OC(=O)C(C(C)C)N(C)C(=O)CN(C)C(=O)C2CCCN2C1=O (stereo not given)	94*	91*	93*	91*	88*	93*
CCCCCCCCCCCCCCCCS(=O)(=O)N/N=C(\c1ccc(O)c(OC)c1)N1CCOCC1	-16	-4	-18	-35	-39	-32
O=C(CN1CCCC1=O)CS(=O)(=O)c1ccccc1	-5	-1	-10	-14	2	-20
Cc1cc(NC(=O)CSCC(=O)O)no1	-34	8	-8	-19	-3	-2
Oc1ccc2c(O)cccc2c1	22	-7	13	-6	30	-4
OCC1CC2C=CC1C2 (stereo not given)	-5	6	0	11	2	-5

New compounds follow
smiles	yeast mec2-1	yeast cln2 rad14	yeast bub3	yeast rad50	yeast mlh1 rad18	sgs1 mgt1
Cc1cc2c(c(C(=O)O)c1C)-c1cccc(Cl)c1C2=O	-2	-20	-13	-16	-27	-23
CCCCC1C(=O)N(c2ccccc2)N(c2ccc(O)cc2)C1=O (stereo not given)	8	45	28	19	32	13
O=C1NC(CO)C(=O)NC1CO (stereo not given)	-4	-3	0	4	-5	-12
OCC1OC(n2cnc3cncnc32)C(O)C1O (stereo not given)	25&-40	-36&12	23&-4	3&12	30&2	23&13
Cc1nc(NC(=S)NC(=O)c2ccc(Cl)c(Cl)c2)sc1C(=O)/C=C/c1ccccc1[N+](=O)[O-]	36	35	41	52	19	37
O=C1/C(=C\c2ccccc2)C(N2CCOCC2)c2ccccc21 (stereo not given)	10	-39	-16	20	8	17
COc1cc2c(c3oc(=O)cc(CCC(=O)O)c13)C1CC(=O)OC1O2 (stereo not given)	-17	1	-11	4	11	-9
N#Cc1c(NC(=S)NC(=O)c2ccccc2)nc2c(c1-c1ccccc1)CCCC2	18	1	17	28	22	30
OCN(CO)c1ccc2c(c1)Cc1cc(Cl)ccc1-2	-24	22	13	0	13	-2
Nc1cccc2cccnc12	27	18	13	89*	91*	78*
CCOC(=O)C(C(=O)OCC)=C(C)C	-32	-3	-26	-10	-37	-12
CC1(C)N=C(N)N=C(N)N1c1ccc(C(F)(F)F)cc1	10	0	49	4	29	8
CC(C)=CCSc1ncnc2nc[nH]c12	-9	-22	4	-3	-16	-8
O=C1C=CC(=O)c2c1nc(CBr)[nH]c2=O	2	4	12	12	12	12
N#CCCN(C1=NN(C(=O)CC(=O)Nc2ccc(Cl)cc2)C(c2ccccc2)C1)c1ccc(Cl)cc1 (stereo not given)	-14	11	-6	14	-8	-18

Next part.
smiles	yeast mec2-1	yeast cln2 rad14	yeast bub3	yeast rad50	yeast mlh1 rad18	sgs1 mgt1
COc1ccc2c(c1)c(=O)c1c(NCCN(C)C)ccc3nnn2c31	14	19	12	28	80*	10
CN(C)C(=S)/N=c1\ssc(=S)n1Cc1cccs1	-20	7	-9	-11	12	-20
ClCC/C(=C(/Cl)c1ccccc1)c1ccccc1	6	5	-14	-1	3	7
CN(C)c1c(F)c(F)c(N=Nc2ccccc2)c(F)c1F	-3	-3	17	1	-12	1
Cc1ccc(S(=O)(=O)N/N=C2/C(=O)NC(=O)C(=O)C2c2nc3ccccc3s2)cc1 (stereo not given)	-3	-19	8	12	12	14
CCSCC1OC(n2cnc3c(=S)nc(N)[nH]c32)C(O)C1O (stereo not given)	10	16	12	15	21	-1
CC(C)C1CCCCC1O (stereo not given)	-9	-36	-1	-9	7	-12
CC(C)CC1=[N+]=C(NC#N)N=C(CCC(=O)Nc2ccccc2[N+](=O)[O-])C1	-6	21	1	-10	2	-6
COc1ccc(NC(Nc2ccc(OC)cc2)C(Cl)(Cl)Cl)cc1	10	-11	-5	15	-9	13
O=C1c2c(F)c(F)c(F)c(F)c2SC2=Nc3cccc4cccc(c34)N12	-4	-14	-4	-18	-38	-37
CC(C)(C)c1ccc(NC(=O)c2ccccc2N)cc1	-7	-1	17	7	6	6
CC1=CC(=O)N2CCN=C2S1	-15	-21	-3	-7	-6	2
O=C(O)CC[N+]1=CCC(c2ccccc2)(c2ccccc2)O1	-7	9	-7	6	6	-16
C1CCN(CCCSCSCCCN2CCCCC2)CC1	9	18	-6	18	-4	13
CCCCC(=O)c1nc(N(CC2CCCCC2)C(=O)NC)sc1N	-13	44	6	2	17	8

Additional results
smiles	yeast mec2-1	yeast cln2 rad14	yeast bub3	yeast rad50	yeast mlh1 rad18	sgs1 mgt1
CN(C)Cc1cc(-c2c(Cl)cccc2Cl)no1	-10	4	7	-19	-14	-10
Cc1ccc2c(c1)C(C(F)(F)F)(C(F)(F)F)O[P+]21OC(C(F)(F)F)(C(F)(F)F)c2cc(C)ccc21	0	13	-1	26	17	-19
O=[N+]([O-])c1ccc2nc(/C=C(\O)c3ccc(Cl)cc3)c(/C=C(\O)c3ccc(Cl)cc3)nc2c1	8	-21	-10	9	-23	-16
NC(=O)CNC(=O)C1CC(O)CN1C(=O)OCc1ccccc1 (stereo not given)	7	7	13	-25	6	-17
[N-]=[N+]=Nc1nc2c(N)ncnc2n1C1OC(CO)C(O)C1O (stereo not given)	16	-23	-1	23	21	6
COC1C(C)OCOC2COCOC21 (stereo not given)	-13&2	-20&0	-4&9	-6&17	0&7	-9&4
O=S(=O)(Nc1ccc(-c2ccc(Cl)cc2)cc1)c1ccccc1	93*	92*	96*	92*	95*	98*
C=Cc1c(C)c2cc3[nH]c(cc4nc(cc5nc(cc1[nH]2)C(C)=C5CCC(=O)N(CC)CC)C(CCC(=O)N(CC)CC)=C4C)c(C)c3C=C	-8	-24	-7	-12	22	-9
N#CCC(=O)c1ccccc1C(=O)O	-39	5	-6	-4	18	5
COC(=O)CNc1ccc(S(=O)(=O)c2ccc(N)cc2)cc1	-18	-8	-16	-10	-11	-4
CCN(CC)CC(OC(=O)c1ccc(N)cc1)C(COC)OC (stereo not given)	-16	-18	8	-8	-17	-11
CC(c1ccccc1C(=O)O)c1cccc2ccccc12 (stereo not given)	92*	98*	91*	87*	93*	83*
CCOC(=O)/C(C#N)=C/c1cc(Br)c(O)c(OC)c1	-22	-1	6	-12	11	25
COc1ccc(C(=O)N/N=C2\C(=O)c3c(C)cc(C)cc3CC2(C)C)cc1	29	45	45	31	58	33
COc1cc(N)c(OC)nn1	9	-15	11	-1	-10	3

Full records from above. Order of values: yeast mec2-1 | yeast cln2 rad14 | yeast bub3 | yeast rad50 | yeast mlh1 rad18 | sgs1 mgt1
`COc1cc(N)c(OC)nn1` as listed: 9 | -15 | 11 | -1 | -10 | 3
`C=Cc1c(C)c2cc3[nH]c(cc4nc(cc5nc(cc1[nH]2)C(C)=C5CCC(=O)N(CC)CC)C(CCC(=O)N(CC)CC)=C4C)c(C)c3C=C` as listed: -8 | -24 | -7 | -12 | 22 | -9

Next part.
smiles	yeast mec2-1	yeast cln2 rad14	yeast bub3	yeast rad50	yeast mlh1 rad18	sgs1 mgt1
CN1C(C)(C)CC(=O)C(Br)C1(C)C (stereo not given)	-45	-6	-7	-38	-29	-34
[N-]=[N+]=Nc1ccnc2ccc(C3CCCCC3)cc12	31	51	67	56	92*	95*
CCCC(NC(=O)C(C)Br)C(=O)O (stereo not given)	-19&-25	1	-7	4&4	-8&11	-9
Cc1nc2ccccc2nc1CC(O)(c1ccccc1)c1cccc2ccccc12 (stereo not given)	19	27	13	56	38	37
CC(=O)Nc1ccc(C(=O)N=C(C2CCCC2)N2CCCC2)cc1	3	7	11	-5	3	-1
Cc1ccc(-c2c3c(n(C4OC(CO)C(O)C(O)C4O)c(=S)c2C#N)CC(C)(C)CC3=O)cc1 (stereo not given)	14	-9	9	24	12	-4
N#CC(=Nc1ccccc1N(C(=O)c1ccccc1)C(=O)c1ccccc1)c1ccccc1	-19	3	-52	-21	-38	-30
O=C(O)C(CS)Nc1c2ccccc2nc2ccccc12 (stereo not given)	40	69	37	89*	91*	65
Cc1cc2[nH]c3ccccc3n2c(=O)c1N=Nc1ccccc1	5	-14	7	3	16	10
CCCC(O)C(C)N (stereo not given)	-3	0	-2	4	-3	-3
CCCCNS(=O)(=O)CCCC	2	-30	6	22	-10	-6
COc1ccccc1C(=O)NO	-27	8	-14	-14	-8	-23
COc1ccc(NS(=O)(=O)c2ccc(NCc3c4ccccc4nc4cc(Cl)ccc34)cc2)nn1	45	-31	-8	20	37	10
COC(=O)Nc1nc2ccccc2n1-c1ccccc1	3	14	16	19	18	11
CC(=O)OCC1OC(n2cc(I)c(=O)[nH]c2=O)C(OC(C)=O)C(OC(C)=O)C1OC(C)=O (stereo not given)	-22	-27	-30	-30	-13	-12

Following part.
smiles	yeast mec2-1	yeast cln2 rad14	yeast bub3	yeast rad50	yeast mlh1 rad18	sgs1 mgt1
c1cc2[nH]snc2c2cncc12	9	-19	-24	12	7	0
CNC/C(Cl)=N/S(=O)(=O)c1ccc(C)cc1	-18	20	-25	-15	-1	-30
CCN1CCCC(N2c3ccccc3Sc3ccccc32)C1 (stereo not given)	-15	-59	8	-9	-4	8
CC/C=C\C/C=C\C/C=C\CCCCCCCC(=O)OCC(O)CO (stereo not given)	88*	43	53	23	52	87*
C=C1C(=O)OC2/C=C(/CO)C3(O)CC(O)C(C)(CC(OC(=O)/C(C)=C/C)C12)O3 (stereo not given)	-14	17	1	7	-27	15
CSC1=NSC(c2ccccc2)=C(c2ccccc2)S1	-1	62	43	8	10	28
O=C1NN=C(c2ccc([N+](=O)[O-])cc2)C1n1nc(-c2ccccc2)c2ccccc2c1=O (stereo not given)	-12	0	-4	-28	-14	-12

Three of the compounds above, with values under each structure:
Every second line gives: yeast mec2-1	yeast cln2 rad14	yeast bub3	yeast rad50	yeast mlh1 rad18	sgs1 mgt1
- CCN1CCCC(N2c3ccccc3Sc3ccccc32)C1 (stereo not given)
→ -15	-59	8	-9	-4	8
- CC/C=C\C/C=C\C/C=C\CCCCCCCC(=O)OCC(O)CO (stereo not given)
→ 88*	43	53	23	52	87*
- C=C1C(=O)OC2/C=C(/CO)C3(O)CC(O)C(C)(CC(OC(=O)/C(C)=C/C)C12)O3 (stereo not given)
→ -14	17	1	7	-27	15

Not a hit list; about 15% have a hit in one of these screens.
